High-throughput results: PubChem BioAssay, several laboratories
Runt-SMMHC FRET – blocks binding of human RUNX1 Runt domain to CBFb-SMMHC; Q01196+Q13951; Cerulean-Runt/Venus-CBFb-SMMHC FRET ratio 530/480, 1 h; inhibition, % at 20 µM; actives 0.74% (n = 220,000);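 active = mean inhibition across duplicate retests at 20 µM reaching about 50%, limit read from the data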;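 also: 0% = DMSO wells and 100% = wells with excess untagged CBFb-SMMHC; inhibitors lower the FRET ratio by blocking Runt binding to CBFb-SMMHC; some results filed as inactive read as strong as hits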
TNF necrop inh – TNF-alpha cell death inhibition in Jurkat FADD-/- cells | actives 0.068% (n = 220,000) | Jurkat FADD-/- TNF necroptosis rescue, ATP luminescence, 24 h; 0 = TNF only, 100 = no-TNF cells | activation (protection from cell death), % at 10 µM;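 active = activation, meaning protection from cell death, of at least 50% relative to plate controls; inactive = activation below 50%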;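 also: necroptosis triggered by 40 ng/mL TNF-alpha added together with compound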
NCF1 inh – inhibitors of human p47phox binding; P14598; p47phox/p22phox peptide binding, fluorescence polarization, 2 h; inhibition, % at 24.7 µM; actives 0.53% (n = 220,000); AID 1274;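 active = inhibition above about 30%, limit read from the data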;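 also: 0% = p47phox with labelled peptide and 100% = labelled peptide alone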
MDM2 E3 inh – inhibitors of human Mdm2 E3 ubiquitin ligase. AID 1230. signal enhancement, % at 5 µM. Q00987. actives 0.11% (n = 210,000). cell-based MDM2 ubiquitination luciferase reporter, 2 h; 0 = plate control, 100 = twice control, blank-subtracted;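 active = signal enhancement of 30% or more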;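 also: luminescence tracks abundance of the self-degrading MDM2-luciferase fusion protein; higher signal means inhibition of MDM2 E3 ligase activity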
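Assay system: stable mammalian line carrying autodegrading MDM2–luciferase fusion reporter; amount: 2000 cells seeded into each well; buffer or medium: DMEM; benchmarks: plate control and blank wells; signal: luciferase luminescence; timing: 2 h compound exposure at 37 °C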
PPC-1+TRAIL kill – compounds killing PPC-1 cancer cells with TRAIL present (potentiator screen, no TRAIL-free arm). PPC-1 cells + TRAIL, ATPLite viability luminescence. cell killing (% activity), % at 4 µM. actives 0.41% (n = 220,000). AID 1443;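 active = cell killing above 50% in the first pass at 4 µM, then a duplicate retest at 5 µM averaging 50% or more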;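 also: plate controls were cells with TRAIL plus DMSO for no effect and medium-only wells lacking cells for full effect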
TRPML3 ag – activates the human TRPML3 channel. Q8TDD5. AID 1448. HEK293 TRPML3-YFP, Fluo-8 calcium fluorescence; 100% = the carbachol control signal. actives 0.29% (n = 220,000). activation, % at 3 µM;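 active = activation above its plate's cutoff, the mean activation of the plate's test wells plus 3 SD, cut at about 12% in these data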;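 also: 0% = DMSO only wells and 100% = carbachol wells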
Target sequence (Q8TDD5 whole entry, looked up): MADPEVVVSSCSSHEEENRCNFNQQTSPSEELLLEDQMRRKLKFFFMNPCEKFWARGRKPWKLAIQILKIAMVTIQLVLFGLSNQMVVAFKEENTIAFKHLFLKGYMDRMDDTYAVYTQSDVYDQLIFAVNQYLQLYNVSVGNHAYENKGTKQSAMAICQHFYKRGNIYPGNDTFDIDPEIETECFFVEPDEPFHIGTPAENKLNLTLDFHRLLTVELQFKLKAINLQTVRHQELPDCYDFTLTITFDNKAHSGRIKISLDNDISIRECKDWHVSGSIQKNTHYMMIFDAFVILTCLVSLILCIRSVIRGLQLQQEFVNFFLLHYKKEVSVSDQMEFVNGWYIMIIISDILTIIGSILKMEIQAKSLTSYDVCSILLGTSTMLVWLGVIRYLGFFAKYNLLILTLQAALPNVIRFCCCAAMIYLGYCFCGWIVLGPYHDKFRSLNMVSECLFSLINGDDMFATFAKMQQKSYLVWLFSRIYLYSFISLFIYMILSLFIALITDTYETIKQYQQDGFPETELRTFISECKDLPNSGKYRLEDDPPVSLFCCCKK
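Material: TRPML3-YFP stable HEK293 cells | Dosing: One concentration, 3 µM nominal, 0.3% DMSO | Timing: 125 s total fluorescence read per well | Technique: Fluo-8 calcium dye fluorescence, ex 470-495, em 515-575 nm | Measure: Percent activation from peak-to-basal fluorescence ratio, scaled between DMSO and carbachol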
CHOP inh – inhibitors of CHOP induction in ER stress response; inhibition, % at 10 µM; CHO-K1 CHOP-promoter luciferase, tunicamycin-induced, 15-18 h; actives 3.8% (n = 220,000); AID 2732;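 active = compounds that reduced the stress-induced luciferase reporter signal by more than about 70% of percent inhibition, limit read from the data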;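 also: 0% = tunicamycin plus vehicle and 100% = wells without tunicamycin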
EBV gp42 inh – inhibitors of Epstein-Barr virus glycoprotein 42 | Q1HVG2 | Fluorescence polarization binding assay, mP read-out | inhibition, % (tested at 21.74 µM) | actives 0.42% (n = 220,000) | AID 1085; in the data active = inhibition above about 50%
Target sequence (Q1HVG2 whole entry, looked up): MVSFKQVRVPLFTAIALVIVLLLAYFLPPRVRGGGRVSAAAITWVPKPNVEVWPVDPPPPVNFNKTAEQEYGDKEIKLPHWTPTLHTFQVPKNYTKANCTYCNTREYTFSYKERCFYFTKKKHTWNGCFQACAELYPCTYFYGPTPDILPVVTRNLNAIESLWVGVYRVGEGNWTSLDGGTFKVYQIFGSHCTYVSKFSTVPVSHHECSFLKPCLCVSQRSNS
TRPN1 ag – zebrafish TRPN1 (NompC) channel agonism | HEK293 zebrafish TRPN1-YFP, Fluo-8 calcium fluorescence; 100% = response to 87 µM carbachol | activation, % at 3 µM | actives 0.18% (n = 220,000);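 active = activation above its plate's cutoff, the mean activation of test wells on that plate plus 3 SD, cut at about 19% in these data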;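 also: 0% = DMSO alone and 100% = 87 µM carbachol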
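Assay system: Zebrafish TRPN1-YFP in HEK293 cells | Incubation: Dye loading 1 h at 37 °C, then 30 min room temperature | Measured by: Kinetic Fluo-8 fluorescence, ex 470-495, em 515-575 nm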
Active calls of the source: *; · = not tested or not shown; [ ] = remark or other dose.

SMILES	Runt-SMMHC FRET	TNF necrop inh	NCF1 inh	MDM2 E3 inh	PPC-1+TRAIL kill	TRPML3 ag	CHOP inh	EBV gp42 inh	TRPN1 ag
COc1ccc(NC(=O)NCCCN2CCN(c3cc(C)ccc3C)CC2)cc1	2	4.1	-7	-8	-5	1.5	72*	-8	0.5
CCOc1ccccc1NC(=O)CN(C)S(=O)(=O)c1cnc[nH]1	-2	0.5	-8	15	-2	-0.3	-18	-26	-0.8
O=C(COC(=O)C1CCN(S(=O)(=O)c2cccc3cccnc23)CC1)c1ccc(F)cc1	-2	-2.4	-6	-12	2	0.3	33	7	1.1
O=C1C2C3c4ccccc4C(c4ccccc43)C2C(=O)N1Cc1cccnc1 (centres undefined)	1	-1.7	-9	-7	-7	0.0	-16	-9	0.8
NC(=O)/C(=C\c1ccncc1)c1cccc2ccccc12	0	3.7	-5	-10	5	-0.4	6	-4	-0.3
CCN1C(=O)c2ccccc2S(=O)c2ccc(C(=O)N3CCCCCC3)cc21 (centres undefined)	-48	2.2	5	-36	9	-0.6	10	-7	0.2
CC1CC(C)CN(CC(=O)NCCc2ccc(S(N)(=O)=O)cc2)C1 (centres undefined)	-2	-0.1	-12	-6	29	0.1	3	-14	0.1
Cc1nc2cc(-c3cccc(F)c3)nn2c(C)c1CCC(=O)NC(C)CCc1ccco1 (centres undefined)	-7	-0.1	-15	-15	14	-0.1	82*	11	0.0
CN(C(=O)COC(=O)c1ccc(-c2ccc(O)cc2)cc1)C1CCS(=O)(=O)C1 (centres undefined)	-10	-1.3	-18	-7	8	1.1	14	-8	1.2
Cc1ccc(C(=O)NCC(=O)OC(C)C(=O)NCCC2=CCCCC2)cc1C (centres undefined)	-3	3.6	-9	-17	4	-0.9	-14	-9	-1.5
COc1ccc(-c2nnc(-c3cc(OC)c(OC)c(OC)c3)o2)cc1OC	-8	-8.4	23	-16	27	1.4	7	-8	0.1
COc1ccc(C/C(C)=N/NC(=S)Nc2ccc(Cl)cc2)cc1	3	2.2	-3	-4	18	0.3	10	-20	-0.3
CCCc1nc(SCC(=O)N2CCc3ccccc3C2)c2ccccc2n1	-2	-6.5	-1	-5	-2	-0.8	32	-10	0.0
CC1=CC(c2ccccc2)n2nnnc2N1 (centres undefined)	-2	2.8	-4	-3	4	0.7	-12	-6	1.8
CC(C)CNC(=O)C(=O)N/N=C/c1cccs1	-1	-1.9	-11	-63	7	0.3	10	-3	-0.2
Cc1ccccc1OCCSc1nnc(C)n1-c1ccccc1	-2	1.8	-5	-15	1	-0.2	-10	-9	-0.5
CC(=O)N(c1cccc(Br)c1)C1C=CS(=O)(=O)C1 (centres undefined)	2	0.3	-4	-6	-8	0.8	-2	-6	-1.1
COc1cc(NC(=S)Nc2ccccn2)c(OC)cc1Cl	1	1.5	0	1	20	-0.1	14	-4	0.7
Cc1ccccc1N/C(=C(/C(Cl)=C(Cl)Cl)[N+](=O)[O-])n1nnc2ccccc21	-2	0.1	2	-4	6	0.6	44	-5	3.9
Cc1ccc(NC(=O)CN2C(=O)S/C(=C/c3ccc(-c4cc(C(=O)O)ccc4C)o3)C2=O)cc1C	-42	1.7	-44	-13	4	0.9	10	11	0.9
CC(/C=N/n1c(-c2n[nH]c3c2CCC3)n[nH]c1=S)=C\c1ccco1	8	1.0	-13	-69	-4	0.1	-1	-13	1.6
C=CCNc1nc(N)c(C(=O)Nc2cc(C)on2)s1	-3	-0.9	10	-14	2	0.6	-7	1	0.6
CCOC(=O)c1cccc(NC(=O)C2CCN(S(=O)(=O)c3cccs3)CC2)c1	2	-1.0	-8	-32	24	2.0	35	-16	3.5
CCOC(=O)NNC(=O)C12CC3CC(CC(C3)C1)C2	-2	1.7	-2	0	9	1.0	5	-10	0.8
Fc1ccc2nc(N3CCCC3)sc2c1	-1	-0.5	-14	-4	-10	-1.6	-2	-15	-0.3
COc1ccc(C)cc1NC(=O)CN(C)S(=O)(=O)c1cnc[nH]1	-3	0.7	-8	-11	17	0.4	-11	4	-0.9
O=C(c1ccccc1)c1ccc(N2CCCC2)cc1	4	0.1	-10	0	-4	-0.5	23	-2	0.9
CC(Oc1cc(F)ccc1[N+](=O)[O-])C(=O)Nc1ccc(S(=O)(=O)N2CCCC2)cc1 (centres undefined)	1	-2.8	5	-2	12	1.6	1	-9	0.9
CSc1nnc(CSCc2ccc(Cl)cc2Cl)n1-c1ccccc1	-2	-2.4	-10	-6	-5	0.9	79*	18	-1.2
COc1ccc(-c2cc(C(=O)N/N=C/c3sccc3C)c3ccccc3n2)c(OC)c1	-8	-0.4	-20	-3	6	0.5	39	-17	-0.1
CCOC(=O)C1C(=O)NCC2CCCC21 (centres undefined)	-2	3.5	-1	-4	6[5 µM]	0.3	36	-3	1.0
CC(C)C(=O)NC(=S)Nc1ccccc1N1CCN(C(=O)c2ccc(Cl)cc2)CC1	3	-3.2	-6	-26	8	0.8	-14	13	1.5
CCCn1c(C)cs/c1=N\C(=S)Nc1ccccc1	3	1.2	-14	-24	27	-0.2	21	-4	0.9
Cc1[nH]c2ccccc2c1C(=O)Cn1c(=O)oc2ccccc21	0	-1.7	4	·	-8	1.1	6	-30	3.1
O=[N+]([O-])c1ccccc1/C=N/Nc1nccnc1Cl	3	-6.6	-10	-15	-3	0.1	2	-8	-1.3
O=C1OCCC1Sc1ncnc2sccc12 (centres undefined)	1	-4.7	2	-7	-1	-0.1	14	-9	-0.3
Cc1cccc2cc(COC(=O)C(C)C)c(=O)[nH]c12	0	1.4	-7	-9	5	0.3	18	-6	0.7
COc1ccc(CNC(=O)Oc2ccccc2)cc1Cl	-1	1.9	8	-8	8	0.1	-16	-18	-0.7
O=C1c2ccccc2C(=O)N1CCc1nc(-c2ccccn2)no1	-1	2.1	-2	2	21	0.6	-17	-10	-0.1
O=C(NC1CCCC1)C(c1ccncc1)N(C(=O)c1csnn1)C1CCCC1 (centres undefined)	-1	0.9	-1	-2	10	0.2	5	-9	1.9
Cc1ccc(-c2nc3sc(C#N)c(N)n3c(=O)c2C#N)cc1	-147	0.5	-2	-5	4	-0.2	-35	-89	0.7
O=C(COc1ccc(Cl)cc1)NCCSCc1cccc(Cl)c1	-5	0.2	-12	-14	6	-0.6	83*	-3	-1.1
CC(=O)N1CCCN(Cc2cn(-c3cc(C)ccc3C)nc2-c2ccccc2)CC1	-2	0.4	-13	7	9	-0.2	2	3	0.4
CC1Cc2ccccc2N1CC(=O)Nc1ccc(S(N)(=O)=O)cc1 (centres undefined)	-3	2.4	-9	-10	3	0.6	-12	-5	1.2
CC1=[N+]([O-])C(C)(C)C(c2ccc(Br)cc2)=[N+]1[O-]	-3	0.6	-4	-10	15	0.2	43	-9	-1.6

In a second layout: entries from further up
structure,Runt-SMMHC FRET,TNF necrop inh,NCF1 inh,MDM2 E3 inh,PPC-1+TRAIL kill,TRPML3 ag,CHOP inh,EBV gp42 inh,TRPN1 ag
Cc1[nH]c2ccccc2c1C(=O)Cn1c(=O)oc2ccccc21,0,-1.7,4,·,-8,1.1,6,-30,3.1
O=[N+]([O-])c1ccccc1/C=N/Nc1nccnc1Cl,3,-6.6,-10,-15,-3,0.1,2,-8,-1.3
O=C1OCCC1Sc1ncnc2sccc12 (centres undefined),1,-4.7,2,-7,-1,-0.1,14,-9,-0.3
Cc1cccc2cc(COC(=O)C(C)C)c(=O)[nH]c12,0,1.4,-7,-9,5,0.3,18,-6,0.7
COc1ccc(CNC(=O)Oc2ccccc2)cc1Cl,-1,1.9,8,-8,8,0.1,-16,-18,-0.7
O=C1c2ccccc2C(=O)N1CCc1nc(-c2ccccn2)no1,-1,2.1,-2,2,21,0.6,-17,-10,-0.1
O=C(NC1CCCC1)C(c1ccncc1)N(C(=O)c1csnn1)C1CCCC1 (centres undefined),-1,0.9,-1,-2,10,0.2,5,-9,1.9
Cc1ccc(-c2nc3sc(C#N)c(N)n3c(=O)c2C#N)cc1,-147,0.5,-2,-5,4,-0.2,-35,-89,0.7
O=C(COc1ccc(Cl)cc1)NCCSCc1cccc(Cl)c1,-5,0.2,-12,-14,6,-0.6,83*,-3,-1.1
CC(=O)N1CCCN(Cc2cn(-c3cc(C)ccc3C)nc2-c2ccccc2)CC1,-2,0.4,-13,7,9,-0.2,2,3,0.4
CC1Cc2ccccc2N1CC(=O)Nc1ccc(S(N)(=O)=O)cc1 (centres undefined),-3,2.4,-9,-10,3,0.6,-12,-5,1.2

Further results.
SMILES	Runt-SMMHC FRET	TNF necrop inh	NCF1 inh	MDM2 E3 inh	PPC-1+TRAIL kill	TRPML3 ag	CHOP inh	EBV gp42 inh	TRPN1 ag
COc1cc2[nH]c(=S)nc(NCCC(C)C)c2cc1OC	2	0.1	-7	3	2	1.1	19	-26	1.3
O=C(NC(=S)N(Cc1ccccc1)Cc1ccccc1)C1CCCCC1	-4	-2.1	-5	-17	15	-1.4	-2	-10	-0.6
O=C(Oc1cccc(-n2cnnn2)c1)c1ccccc1Cl	-3	-0.2	6	-7	-2	-0.9	1	2	-0.7
O=C(Nc1ccccn1)c1onc2c1CCCC2	2	-2.0	-11	-79	67*	1.2	25	-21	1.8
Cc1ccc2nc(N3CCN(Cc4nnnn4Cc4ccccc4)CC3)c(C#N)cc2c1	62*	-0.5	-36	-4	16	-1.0	92*	-28	-0.7
CC(=O)N(C)c1ccc(OCC(O)Cn2c3ccc(Cl)cc3c3cc(Cl)ccc32)cc1 (centres undefined)	-2	-15	-6	-6	9	0.2	58	-6	0.4
COC(=O)c1[nH]c2cc(C)ccc2c1NC(=O)CN1CCN(C(=O)c2ccco2)CC1	-5	-3.7	-4	-24	10	0.4	-8	-14	0.7
Cc1nc([N+](=O)[O-])c(SCC(O)CCl)n1Cc1ccc(Cl)cc1 (centres undefined)	3	-0.3	-1	-8	18	1.0	7	-6	2.5
CCCCOc1ccc(CSc2nc(C)[nH]c2[N+](=O)[O-])cc1[N+](=O)[O-]	-4	-2.6	-8	-11	16	3.8	46	-15	5.8
CCn1c(N)nc2ccccc21	0	0.3	-8	-3	-34	-0.2	-22	-18	1.0
COc1ccc2cc(C(=O)NCCO)sc(=O)c2c1OC	8	-1.2	5	-8	27	-0.6	-10	-17	1.4
Cc1c(C(=O)OCC(=O)Nc2ccc(S(N)(=O)=O)cc2)oc2c1ccc1ccccc12	-14	0.9	-14	·	16	0.5	62	-10	-0.6
COc1ccc2c(c1)c(C(=O)N/N=C/c1cccc(O)c1)c(C)n2C	3	0.9	-5	-7	0	-0.4	30	5	-0.3
